Screening data deposited in PubChem by several laboratories.
S1P3 ag: activates the human S1P3 receptor | AID 373 | activation, % at 4.5 µM | S1P3 NFAT-BLA reporter cells, agonism, FRET ratio; relative to 1 µM S1P, basal subtracted | Q99500 | hit rate 0.1% among 60,000;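 active means activation above the screen-wide mean plus 3 SD, cut at about 4.5% in these data, passing the limit was not always enough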; further: some compounds called inactive have numbers as strong as hits
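material = human S1P3 NFAT-BLA reporter CHO cells | schedule = 4 h compound at 37 °C, 2 h substrate at RT | measured by = fluorescent BLA substrate, ex 405 nm, em 460/535 nm ratio | controls = 1 µM S1P reference | replication = primary once, confirmation triplicate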
5HT1a ag: agonists of human 5-HT1a serotonin receptor; P08908; CHO 5-HT1a Ga15 NFAT-bla reporter, FRET ratio; 0% basal, 100% maximal reference agonist; activation, % at 10 µM; hit rate 0.56% among 65,000;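 active means activation above the screen-wide mean activation plus 3 SD, cut at about 19% in these data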;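 further: 0% = DMSO wells and 100% = 5-CT at EC100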
Target sequence (P08908 whole entry, looked up): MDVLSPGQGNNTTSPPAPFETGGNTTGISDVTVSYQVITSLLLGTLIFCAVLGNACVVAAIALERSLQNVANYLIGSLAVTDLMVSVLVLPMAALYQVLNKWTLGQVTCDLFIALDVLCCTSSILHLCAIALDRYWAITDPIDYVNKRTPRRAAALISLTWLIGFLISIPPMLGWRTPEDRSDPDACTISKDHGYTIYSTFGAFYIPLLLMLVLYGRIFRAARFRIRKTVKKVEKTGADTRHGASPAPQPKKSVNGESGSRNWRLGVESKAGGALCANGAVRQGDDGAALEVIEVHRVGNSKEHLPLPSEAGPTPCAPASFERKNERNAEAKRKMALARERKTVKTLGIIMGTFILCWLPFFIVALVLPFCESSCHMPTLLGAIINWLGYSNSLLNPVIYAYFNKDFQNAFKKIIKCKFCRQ
5HT1E antag: blocks the human 5-HT1E serotonin receptor; CHO 5-HT1E Ga15 NFAT-bla reporter, FRET, antagonist; inhibition, % at 6 µM; hit rate 0.99% among 65,000; P28566;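 active means inhibition above a set limit, the mean inhibition across every tested compound plus 3 SD, cut at about 29% in these data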;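 further: signal is the 460 over 535 nm emission ratio of beta-lactamase substrate; 0% = agonist plus DMSO wells and 100% = wells without agonist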
Jurkat viability: reduces viability or proliferation of Jurkat cells; Jurkat E6.1 viability, ATP luminescence, 48 h; inhibition, % at 4 µM; AID 463; hit rate 1.2% among 56,000;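 active means inhibition above the mean inhibition of all tested compounds plus 3 SD, cut at about 28% in these data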
HTR1E agonist: activates the human 5-HT1E serotonin receptor. hit rate 0.69% among 65,000. P28566. activation, % at 6 µM. CHO 5-HT1E Ga15 NFAT-bla reporter, FRET; 0% DMSO wells, 100% control agonist wells;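 active means activation above a set limit, the screen-wide mean activation plus 3 SD, cut at about 8.5% in these data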;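 further: 100% = positive control agonist at 1 µM giving full maximal response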
HEK293 NFkB inh: inhibitors of the PMA/ionomycin-induced NF-kB reporter in HEK293 cells; HEK-293 NF-kB luciferase reporter, luminescence; inhibition, % at 3 µM; hit rate 0.21% among 62,000;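 active means inhibition above the mean of all tested compounds plus 3 SD, cut at about 40% in these data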;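 further: 0% = stimulated DMSO wells and 100% = 10 µM reference inhibitor 5653914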
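Timing: 1 h pretreatment, 16 h stimulation, 37 °C; system: HEK-293 cells with stable firefly luciferase reporter driven by four HIV NF-kB elements; doses: 3 µM once, 0.30% DMSO; measured by: luciferase luminescence; control set: DMSO and 10 µM reference inhibitor; repeats: single test; reagent: PMA plus ionomycin mix as NF-kB-activating stimulus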
S1P1 ag-PAM: agonists and agonism potentiators of human S1P1 receptor; S1P1 CRE-bla cells, forskolin, beta-lactamase FRET, potentiator mode; S1P1 agonist co-added at EC20, 2 nM; 100% = saturating reference agonist, 0% = basal; activation, % at 9.5 µM; hit rate 0.57% among 56,000; AID 449;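 active means activation above a cutoff set at the mean activation of all tested compounds plus 3 SD, cut at about 54% in these data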;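 further: forskolin at 4 µM as EC80 and the EC20 agonist is SEW2871; 100% = SEW2871 at its EC100 plus forskolin at EC80; some compounds past the cut are filed as inactive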
Target sequence (P21453 whole entry, looked up): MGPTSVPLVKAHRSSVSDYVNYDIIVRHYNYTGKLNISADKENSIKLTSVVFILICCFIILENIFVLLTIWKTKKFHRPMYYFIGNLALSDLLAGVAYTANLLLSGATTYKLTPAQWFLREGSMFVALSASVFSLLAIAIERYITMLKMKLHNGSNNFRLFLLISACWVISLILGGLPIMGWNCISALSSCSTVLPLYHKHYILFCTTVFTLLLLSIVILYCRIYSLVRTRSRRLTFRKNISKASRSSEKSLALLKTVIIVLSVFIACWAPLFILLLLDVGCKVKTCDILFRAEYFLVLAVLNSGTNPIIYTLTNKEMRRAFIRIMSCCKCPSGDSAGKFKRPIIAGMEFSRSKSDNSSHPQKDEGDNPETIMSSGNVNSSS
5-HT1A blocker: antagonists of human 5-HT1a serotonin receptor | CHO 5-HT1a Ga15 NFAT-bla reporter, antagonist mode | hit rate 0.68% among 62,000 | P08908 | inhibition, % at 10 µM;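 active means inhibition above the mean of all tested compounds plus 3 SD, cut at about 43% in these data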;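 further: receptor stimulated by 5-CT agonist at 100 nM near EC80; beta-lactamase reporter measured by ratiometric fluorescence of a cleavable substrate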
D1 mod: allosterically modulates the human D1 dopamine receptor. hit rate 5.9% among 58,000. HEK293 D1, CRE-luciferase, dopamine EC30 potentiation; actives deviate in either direction. P21728. B-score at 10 µM;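 active means luminescence count or its row- and column-corrected plate score outside the 99.7% band of the plate's sample wells, on either side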
* = called active by the depositor; / = no result given.

Results follow in this order: S1P3 ag, 5HT1a ag, 5HT1E antag, Jurkat viability, HTR1E agonist, HEK293 NFkB inh, S1P1 ag-PAM, 5-HT1A blocker, D1 mod
CCn1ncc(Br)c1C(=O)Nc1cc(C(=O)OC)ccc1C(=O)OC
    -0.6, -4.0, -9, 4, 0.6, -1, -15, 1, 0.68
CC1(C)CC(=O)C2=C(C1)Oc1ncn(CCO)c(=N)c1C2c1ccccc1 (stereo not drawn)
    -0.4, -0.8, 3, 2, 0.3, 22, -12, -5, -0.84
Cc1occc1C(=O)Nc1cccnc1
    -0.4, -0.4, -7, 0, -0.8, 20, -4, 9, -0.47
COc1ccccc1NS(=O)(=O)c1ccc(NC(=O)CCNC(=O)c2ccco2)cc1
    -0.9, -0.3, 0, 2, -0.9, 10, 0, 5, -0.46
O=C(CN1CCN(Cc2ccccc2Cl)C1=O)NCC1CCCO1 (stereo not drawn)
    -0.9, 0.7, 9, 1, -0.4, 7, -6, 1, -0.52
O=C(NCC(c1cccnc1)N1CCOCC1)C1CCCCC1 (stereo not drawn)
    /, 4.5, 4, /, -0.4, 10, /, 16, /
CC1CCCCN1CCCNC(=O)C1CCN(c2nc3ccccc3o2)CC1 (stereo not drawn)
    -0.7, -3.9, -15, 2, 0.8, 8, 1, -9, -0.36
O=C(N1CCOCC1)N1CCN(c2nc(-c3ccc(F)cc3)cs2)CC1
    -0.5, -1.7, 7, 11, -1.3, 0, 24, -2, -2
CCN(CC)C(=O)CSc1ncnc2c1nnn2-c1ccc(OC)cc1
    -0.2, -2.6, 2, 4, -1.5, 14, -9, -6, -1.5
CCC(=O)Nc1ccc2c(c1)C(=O)N(C1CCCCC1)C2=O
    -0.4, -1.0, 1, -6, 1.0, -11, 95, -24, -0.28
COc1ccc(-c2nc(N)n(C(C)=O)n2)cc1
    -0.7, -2.3, -3, 2, 0.4, 5, /, -1, 0.57
CCOc1cc(NC2CS(=O)(=O)CC2O)c(OCC)cc1NC(=O)c1ccccc1 (stereo not drawn)
    -0.8, -2.6, 2, 1, -0.1, 13, 2, 0, -0.24
COC(=O)c1ccc(OC(=O)c2ccccn2)cc1
    -1.2, -0.3, -2, -2, -0.1, 0, -11, -5, -0.31
CCOc1ccc(-c2nc(CSc3nncs3)cs2)cc1OC
    /, 2.4, 27, /, -0.5, 10, /, 13, 23*
N=c1c(S(=O)(=O)c2ccc(Cl)cc2)cc2c(=O)n3ccccc3nc2n1CCN1CCOCC1
    0.7, 24*, 0, 3, 8.1, 11, -32, -51, 2.3
CCCCCCn1c(=O)c(-c2nc3ccccc3c(=O)[nH]2)c(O)c2ccccc21
    -0.5, -4.2, -3, -1, 0.3, 0, -7, 12, 0.65
CC(C)Cc1nc2oc3c(N4CCN(CCO)CC4)ncnc3c2c2c1CCCC2
    -0.3, 1.2, 17, 4, 1.7, 17, 14, 8, 2
Cn1nccc1/C=C(/C#N)S(=O)(=O)c1ccccc1
    -0.6, 1.9, 2, -3, 0.7, 23, 5, -6, /
C=CCOc1ccc(C2/C(=C(\O)c3c(C)[nH]c(C(=O)OC)c3C)C(=O)C(=O)N2CCN(C)C)cc1 (stereo not drawn)
    0.3, -1.6, 6, 2, 0.3, 16, 10, -3, -1.4
CC(C)c1cc(C(=O)Nc2cc(Cl)ccc2O)no1
    -0.1, -5.5, 4, 54*, -0.6, -35, 34, 19, 0.32
CCOc1ccccc1CNc1nc2nc3c(c(=O)n2[nH]1)CCC3
    -0.5, -0.1, -8, -2, 0.2, 2, 9, -4, 0.39
COc1cc2c(cc1OC)C1=C(C#N)CCC(=O)N1CC2
    0.7, 0.0, 49*, -4, 0.4, 18, /, 8, 13*
Cc1cc(C(=O)CSc2nnc(-c3ccco3)o2)c(C)n1CC1COc2ccccc2O1 (stereo not drawn)
    -1.0, 30*, -1, 6, 0.7, 18, 17, -1, 1.6
CCC(C(=O)N1CCN(c2cccc(Cl)c2)CC1)c1ccccc1 (stereo not drawn)
    0.5, -1.8, 1, 0, 0.9, 13, -8, 14, 0.011
c1cnc(NCCNc2ncccn2)nc1
    -0.1, 7.9, -3, 4, -1.5, 9, -14, -9, -0.23
COc1ccc(C2CC(=O)c3sc(N)nc3C2)cc1 (stereo not drawn)
    -2.4, 0.5, 4, /, -0.5, /, 19, /, 1.3
O=C(CSc1nc2ccccc2c(=O)[nH]1)c1ccc(O)c(O)c1
    -1.1, -3.9, -10, 13, 1.3, 8, 6, 6, 0.32
CCn1c(=O)cc(OCC(=O)Nc2ccc(Cl)cn2)c2ccccc21
    0.4, -2.8, 2, -3, -0.4, -3, -24, -13, -0.34
Cc1cc2nc(SC(C)C(=O)O)[nH]c2cc1C (stereo not drawn)
    -0.4, -0.9, -8, -9, 0.6, 0, -8, -5, -0.048
CCOC(=O)C1CCCN(C(=O)Cc2c(F)cccc2Cl)C1 (stereo not drawn)
    -0.6, -3.3, -7, 1, -1.0, 18, 3, 1, -0.53

The final five entries of the section before come first, to join the parts:
Results follow in this order: S1P3 ag, 5HT1a ag, 5HT1E antag, Jurkat viability, HTR1E agonist, HEK293 NFkB inh, S1P1 ag-PAM, 5-HT1A blocker, D1 mod
COc1ccc(C2CC(=O)c3sc(N)nc3C2)cc1 (stereo not drawn)
    -2.4, 0.5, 4, /, -0.5, /, 19, /, 1.3
O=C(CSc1nc2ccccc2c(=O)[nH]1)c1ccc(O)c(O)c1
    -1.1, -3.9, -10, 13, 1.3, 8, 6, 6, 0.32
CCn1c(=O)cc(OCC(=O)Nc2ccc(Cl)cn2)c2ccccc21
    0.4, -2.8, 2, -3, -0.4, -3, -24, -13, -0.34
Cc1cc2nc(SC(C)C(=O)O)[nH]c2cc1C (stereo not drawn)
    -0.4, -0.9, -8, -9, 0.6, 0, -8, -5, -0.048
CCOC(=O)C1CCCN(C(=O)Cc2c(F)cccc2Cl)C1 (stereo not drawn)
    -0.6, -3.3, -7, 1, -1.0, 18, 3, 1, -0.53
CC1CCN(c2nnc(N)s2)CC1
    0.1, -4.8, -3, -6, -0.6, 0, -4, 7, 2.8*
O=C(NCC(c1cccnc1)N1CCN(c2ccc(F)cc2)CC1)c1ccccc1 (stereo not drawn)
    -1.5, -1.1, 12, 4, -0.3, 6, 0, 3, -0.17
CC(=O)c1ccc(C#CC(C)(C)O)s1
    -0.7, 2.5, -1, /, -0.1, /, 5, /, /
O=C(O)c1cccc(S(=O)(=O)N2CCCC2)c1
    -0.4, -1.0, 21, -5, -0.9, 5, -3, 1, -0.15
c1ccc(-c2ccc(OCCCn3cncn3)cc2)cc1
    0.1, -2.1, -5, 4, -0.4, -3, 20, -6, /
COc1ccccc1OCC(=O)NCc1cccs1
    -1.2, -0.2, 0, -2, -1.1, -1, 1, 6, -0.0064
Cc1ccc(OCC(=O)NCc2ccccn2)c(Br)c1
    -2.0, -3.2, 13, 6, -0.1, -7, -7, -4, -0.59
COc1ccc(N(CC(=O)NC2CCCCCCC2)S(=O)(=O)c2c(C)nn(C)c2C)cc1
    0.7, -0.2, -14, -2, 0.7, -2, -4, 7, -0.29
CCCOC(=O)c1ccc(Oc2c(-c3ccc(OC)cc3O)n[nH]c2C)cc1
    -0.4, -1.9, 5, -3, -0.2, -8, -2, 18, -0.051
O=C(Nc1ccccc1)c1cnc2n(c1=O)CCS2
    -1.0, -0.6, -4, -4, 1.4, -20, -16, -5, -0.36
CC1CC(C)CN(C(=O)COC(=O)c2cc3ccccc3cc2O)C1 (stereo not drawn)
    -0.9, -2.3, 0, -3, 0.5, 10, 22, 14, 0.21
Cc1occc1-c1nnc(SCC(=O)N2CCN(c3ccccc3F)CC2)n1C
    -0.4, 1.1, 7, 5, -0.9, 3, 16, -5, -0.49
C=CCn1c(N)c(-c2nc3ccccc3n2C)sc1=S
    0.5, 1.3, -12, 12, -0.2, 4, 19, 16, 0.023
CC/C(=N\O)C(C)(C)/[N+]([O-])=C/c1ccc(Br)cc1
    0.4, -1.9, 2, -10, -0.4, 1, -22, -1, 0.46
Cc1cc(C)n2nc(SCc3ncc(-c4ccccc4)o3)nc2n1
    0.0, 0.7, 10, 0, 1.1, 0, 8, -10, /
Fc1ccc(CSc2nnc(-c3cccs3)o2)cc1
    5.6, 0.1, -9, 0, 0.5, -17, 44, 1, -0.17
Cc1nc(Nc2ccccc2)[nH]c(=O)c1CCC(C)C
    -0.9, -4.3, -2, 2, -0.7, -2, 0, -10, 0.6
CC(=O)N1CCN(c2ccc(NCc3ccc(C(C)C)cc3)cc2)CC1
    0.1, -4.4, -15, -1, 0.1, -1, 6, -7, -1
O=C(Nc1ccc(Cl)c(Cl)c1)Nc1cc(C(=O)N2CCOCC2)ccc1N1CCCCC1
    0.6, 1.1, -2, -3, 0.5, 8, 5, -7, 0.28
Cc1[nH]c2c(Cl)cccc2c(=O)c1CN1CCCC1
    -0.7, -0.5, -9, -1, -1.0, -1, 33, -1, -1.4
Cc1ccc(C(=O)N2CCN(C)CC2)cc1S(=O)(=O)N1CCCCC1
    /, 0.8, 4, /, 2.0, 20, /, -10, -0.38
Brc1ccc(-c2csc(/N=C/N3CCOCC3)n2)cc1
    -1.0, -1.3, -10, 9, 0.1, -2, 7, 9, 0.9
CC(C)Sc1nc2ccccc2n1CC(N)=O
    -2.1, -0.8, 10, 2, -0.4, 14, -20, -2, -0.051
O=C(NCCC1=CCCCC1)C1CCCN(S(=O)(=O)c2cccc3cccnc23)C1 (stereo not drawn)
    0.9, -1.0, -6, -1, 0.9, 8, -23, 3, 0.93
Cc1cc(C)n(-c2nc(SCC(=O)Nc3nccs3)c3c4c(sc3n2)COC(C)(C)C4)n1
    -1.0, -0.3, -2, 1, 0.2, 8, -8, 3, -0.53
